# TTR transcr act: TTR transcription activation, primary screen. SH-SY5Y TTR promoter Gaussia luciferase, luminescence; 100% = recombinant luciferase protein wells. activation, % at 16.7 µM. actives 1.3% (n = 92,000). AID 1117267;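 active means activation above the mean of all tested compounds plus 3 SD, cut at about 9.5% in these data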;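 further: cells exposed to compounds for one day before reading; 0% = median of all test compound wells on the plate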
# * marks the source's active call; other numbers are inactive results. The list is partial (hit frequency here may not be typical).
SMILES,TTR transcr act
O=C1NC(=S)NC(=O)C1c1ccccc1,-0.5
CC1CN1P(=O)(Oc1ccccc1)N1CC1C (configuration not stated),-0.8
CC(C)n1c(=O)c(C=Nc2ccc(F)cc2)c(O)n(Cc2ccco2)c1=O,-2.5
O=C(Cc1ccc(Br)cc1)N1CCN(Cc2ccccc2)CC1,11.4*
O=C1CCN(C(=O)C(Cl)Cl)N1,5.0
S=P(N1CCCCCC1)(N1CC1)N1CC1,1.6
O=C1NC(=S)NC(=O)C1Cc1ccccc1,-0.4
CCN(CC)P(=O)(c1nccn1C)N(CC)CC,0.7
CCCCn1c(O)c(C(CC)=NCCN2CCOCC2)c(=O)[nH]c1=O,1.4
COc1ccc(OC)c(N=Cc2c(O)n(Cc3ccccc3)c(=S)[nH]c2=O)c1,-1.2
Nc1nc(SCCC(F)=C(F)F)n[nH]1,-1.3
OCCOc1ccccc1,-1.0
COC(=O)C1=C(c2ccc(OCc3ccccc3)cc2)C[C@@H]2CC[C@H]1N2C(=O)NCCN1CCOCC1,-0.3
CCOc1ccc(C=C2C(=O)NC(=S)NC2=O)cc1OCC,1.1
CC(C)C12CN3CC(C(C)C)(CN(C1)C3c1cccnc1)C2=O (configuration not stated),0.8
CCN1C[C@]2(COC)CC[C@H](O)[C@@]34C5C[C@@H]6[C@@H](OC)C[C@@](O)(C5[C@H]6O)[C@](O)([C@@H](OC)C23)[C@@H]14 (some centres not stated),-0.1
CSCCC(c1nnnn1-c1ccc2c(c1)OCCO2)N1CCC(n2c(=O)[nH]c3ccccc32)CC1 (configuration not stated),-2.6
O=C(NCCCN1CC1)Nc1cccc2ccccc12,0.2
Clc1ccccc1CN1CCN(c2ccccc2Cl)CC1,-1.9
O=c1[nH]c(=S)n(-c2ccc(F)cc2)c(O)c1/C=N/N1CCOCC1,2.1
CN1CCCC1C(O)(c1ccccc1)c1ccccc1 (configuration not stated),-0.2
Cc1ccc2c(c1)N(C(=O)CCC(=O)N1CCC3(CC1)OCCO3)CCO2,0.3
O=c1[nH]c2ccccc2n1C1CCN(C(c2ccnc3ccccc23)c2nnnn2-c2ccc3c(c2)OCCO3)CC1 (configuration not stated),-1.9
COc1ccc(F)cc1C(=O)C1CCCN(Cc2cnc(C)s2)C1 (configuration not stated),0.8
C[C@]12C[C@H](O)[C@@H](O)CC1=CCC1C2CC[C@@]2(C)C1CC[C@@H]2O (some centres not stated),0.3
CC1(C)C2([N+](=O)[O-])CN3CC1([N+](=O)[O-])CN(C2)C3c1ccccn1 (configuration not stated),0.5
COC(=O)C1=C(c2cccc(OCc3ccccc3)c2)C[C@@H]2CC[C@H]1N2C,1.6
COc1ccc(-n2c(C)cc(C(=O)C[N+]34CCN(CC3)CC4)c2C)cc1,9.9*
CCN(CCNc1ccc([N+](=O)[O-])c2cccnc12)S(=O)(=O)c1ccc(Cl)cc1,0.6
CCc1cccc(CC)c1N(COC)C(=O)CCl,-0.2
COC(=O)C1=C(c2ccc(OC(F)(F)F)cc2)C[C@@H]2CC[C@H]1N2C(=O)NCCO,1.6
COC(=O)C1=Nc2ccccc2/C1=C\c1c(O)n(-c2ccc(OC)cc2)c(=O)[nH]c1=O,0.0
Clc1ccc(OCC#CCN2CCCCCC2)cc1,-1.2
CN1CCN(C(=O)Cc2ccccc2)CC1,2.0
O=C(OC1CC2CCC(N2)C1C(=O)O)c1ccccc1 (configuration not stated),0.2
CCN1C(=O)NC(=O)C2(CCCC2)C1=O,-1.2

# Retrieved by structure from the list above (four):
SMILES,TTR transcr act
COC(=O)C1=C(c2cccc(OCc3ccccc3)c2)C[C@@H]2CC[C@H]1N2C,1.6
COc1ccc(-n2c(C)cc(C(=O)C[N+]34CCN(CC3)CC4)c2C)cc1,9.9*
COC(=O)C1=Nc2ccccc2/C1=C\c1c(O)n(-c2ccc(OC)cc2)c(=O)[nH]c1=O,0.0
COC(=O)C1=C(c2ccc(OC(F)(F)F)cc2)C[C@@H]2CC[C@H]1N2C(=O)NCCO,1.6

# (more compounds)
SMILES,TTR transcr act
COC(=O)C1C2c3ccccc3C(c3ccccc32)C1(C)C(=O)OC (configuration not stated),-1.8
O=C1C(=O)c2cccc3cccc1c23,0.3
COc1ccccc1-n1c(-c2ccc(C)cc2)nc2ccccc2c1=O,8.6
COC(=O)C1C(OC(=O)c2ccccc2)CC2CCC1N2C (configuration not stated),0.8
CC[N+](CC)(CC)CCCOC(=O)C(O)(c1ccccc1)C1CCCCC1 (configuration not stated),2.0
O=c1[nH]c(=O)n(-c2cccc(Cl)c2)c(O)c1/C=N/c1ccccn1,3.5
O=C(NN=Cc1ccc(N(CCCl)CCCl)cc1Cl)c1cccnc1,-1.3
CCC(=O)N1N=C(c2c(O)n(CCc3ccccc3)c(=O)[nH]c2=O)CC1c1ccc(OC)c(OC)c1 (configuration not stated),-1.2
C[C@@H]1CC[C@H]2[C@@H](C)C(=O)O[C@@H]3O[C@@]4(C)CC[C@@H]1[C@]32OO4,0.3
O=C1c2ccccc2-n2nnc(-c3ccccc3)c2C2c3ccccc3CCN12 (configuration not stated),-1.6
Oc1ccc(Cl)cc1CN1CCN(Cc2ccccc2)CC1,1.9
O=C1NC(=O)C(=Cc2ccc(-c3ccc(F)cc3O)o2)C(=O)N1,-4.5
COc1ccc(C(=O)C2CCCN(CCO)C2)c(C)c1 (configuration not stated),3.1
N=C1c2ccccc2CN1c1ccc(F)c([N+](=O)[O-])c1,-2.0
O=S(=O)(c1ccc(Cl)cc1Cl)N1CCCC1c1cccnc1 (configuration not stated),3.4
CCN1C(=O)/C(=C/c2ccc3c(c2)CCN3CCCCl)C(=O)NC1=S,4.3
CC(C)CNC(=O)c1c(N)n(Cc2ccc3c(c2)OCO3)c2nc3ccccc3nc12,3.3
C=CCn1c(O)c(C(CC)=Nc2ccc(N(C)C)cc2)c(=O)[nH]c1=O,-1.1
CC(C)(C)c1ccc(CN2C(=O)CN=C(c3ccccc3)c3ccccc32)cc1,-2.4
C=CCn1c(O)c(/C(CC)=N/NC(=S)Nc2ccccc2)c(=O)[nH]c1=O,-0.5
O=C(O)C1C2c3ccccc3C(=O)C1(C(=O)O)c1ccccc12 (configuration not stated),5.9
CCCOC(=O)C1C2c3ccccc3C(c3ccccc32)C1C(=O)O (configuration not stated),-0.4
CCOC(=O)c1c(C)n(Cc2ccccc2)c2ccc(OCC(O)Cn3nc(C)nc3C)cc12 (configuration not stated),-0.9
Cc1cc(C(=O)Nc2ccccc2)nn1C(C)(C)C,-2.2
O=c1cccc2n1CC1CC2CN(c2ncnc3c2cnn3-c2ccccc2)C1 (configuration not stated),0.5
CC12CCC(=O)C=C1CCC1C2C(O)CC2(C)C(O)CCC12 (configuration not stated),2.0
Cc1ccc(N2C(=O)NC(=O)/C(=C\c3cnc(-c4ccccc4)nc3)C2=O)cc1,0.1
Brc1ccccc1CNCCc1ccc2c(c1)OCO2,-0.7
CCC(=NCC1CCCO1)c1c(O)n(-c2ccccc2C)c(=O)[nH]c1=O (configuration not stated),1.8
COc1ccc(Br)cc1CNCCc1ccc2c(c1)OCO2,2.8
CC(C)n1nnnc1CN1CCN(C)CC1,0.3
COc1cccc(NC(=O)N2CCC3(CC2)OCCO3)c1,0.4
COc1ccc(CN2C(=O)NC(=O)/C(=C/c3ccc([N+](=O)[O-])s3)C2=O)cc1,1.4
CCCCCn1c(=O)c(C(=O)NCCc2ccccc2)c(O)c2ccccc21,-1.3
Cc1ccc(CN2C(=O)CN=C(c3ccccc3)c3ccccc32)cc1,1.0
CC(C)(C)OC(=O)NCCCCC(N)[P+](=O)O (configuration not stated),6.5
CNc1cc(Cl)c2nonc2c1[N+](=O)[O-],-6.9
CC1(C)OC(c2ccccc2)=C/C(=C/C=C2C(=O)NC(=O)NC2=O)O1,-1.5
COC(=O)c1ccc(CN2CCN(Cc3ccccc3)CC2)cc1,1.2
CO[C@H]([C@H](C)/C=C/N(C)C=O)[C@@H](C)C(=O)CC[C@H](C)[C@H](O)[C@H](C)[C@H]1OC(=O)/C=C/C(C)=C/[C@H](O)[C@H](OC)C[C@@H]2C=CC[C@@H](C[C@H](OC)[C@@H](CO)[C@@H](OC)C[C@@H](OC)[C@@H]1C)O2,7.3
Cc1ccc(/C=C2\C(=O)NC(=O)N(CCc3ccc(F)cc3)C2=O)s1,-0.2
CN(C)C(=O)Oc1ccc2oc(=O)cc(-c3cc4ccccc4o3)c2c1,-1.5
O=C(CNC(=O)c1ccc(Cl)cc1)Nc1ccc(Br)cc1C(=O)c1ccccc1,0.4
CCOP(=O)(OCC)C(NC(=O)c1cccc([N+](=O)[O-])c1)C(Cl)(Cl)Cl (configuration not stated),-2.3
CCNC(=S)N(C)CCc1cc2c(c(OC)c1C=C1C(=O)N(C)C(=O)N(C)C1=O)OCO2,0.8
C=CCN1C[C@H](C)N(C(c2ccc(C(=O)N(CC)CC)cc2)c2cccc(OC)c2)CC1C (some centres not stated),-0.2
COC(=O)C1=C(c2cc3ccccc3s2)C[C@@H]2CC[C@H]1N2C(=O)NCCNC(C)=O,-0.2
C[N+](C)(C)CC1CCCC1=O (configuration not stated),2.6

# Exported tab-delimited: part of the list above.
molecule	TTR transcr act
COC(=O)c1ccc(CN2CCN(Cc3ccccc3)CC2)cc1	1.2
CO[C@H]([C@H](C)/C=C/N(C)C=O)[C@@H](C)C(=O)CC[C@H](C)[C@H](O)[C@H](C)[C@H]1OC(=O)/C=C/C(C)=C/[C@H](O)[C@H](OC)C[C@@H]2C=CC[C@@H](C[C@H](OC)[C@@H](CO)[C@@H](OC)C[C@@H](OC)[C@@H]1C)O2	7.3
Cc1ccc(/C=C2\C(=O)NC(=O)N(CCc3ccc(F)cc3)C2=O)s1	-0.2

# (more compounds)
SMILES,TTR transcr act
COc1ccc2c(c1)C(NC(C)=O)CCc1cc(OC)c(OC)c(OC)c1-2 (configuration not stated),7.9
CN1CCN(C(=S)SCC(=O)Nc2ccc(Cl)cc2C(=O)c2ccccc2)CC1,7.0
COc1cccc(CN2CCCC(C(=O)c3ccccc3SC)C2)c1O (configuration not stated),0.3
C[C@@]12CC[C@@H](c3cc4c(cc3C1)OCO4)N2c1ccccc1,5.7
CCCC(C)C1C(C#N)=C(N)Oc2c1c(=O)oc1ccccc21 (configuration not stated),1.6
COc1ccc2c3c1OC1C(O)C=CC4[C@@H](C2)N(C)CC[C@]314 (some centres not stated),-1.6
C(=NC1CCCCC1)c1c[nH]c2ccccc12,-0.5
CC(C)COc1ccc(Cc2c(O)[nH]c(=S)[nH]c2=O)cc1,-0.6
CCC(=NCc1ccco1)c1c(O)n(-c2ccc(C)cc2)c(=O)[nH]c1=O,0.5
O=P(/C(=N/O)N1CCOCC1)(N1CCOCC1)N1CCOCC1,12.3*
CSc1nc(C)c(Br)c(N2CC2)n1,0.7
COc1ccc(P2(=O)Nc3ccccc3N2)cc1,-3.2
NC(Cc1ccccc1)[P+](=O)O (configuration not stated),6.2
C/C(=N\N1CCCCCC1)c1c(O)n(-c2ccccc2C)c(=O)[nH]c1=O,3.9
CN1C2CCC1C(C(=O)O)C(O)C2 (configuration not stated),0.1
O=C(Cc1ccccc1)N1CCN(C2CCCC2)CC1,-1.6
CC(C)N1C(=O)CCC1C(=O)N1CCC2(CC1)OCCO2 (configuration not stated),1.4
COc1ccc(OC)c(CN2CCCC(C(=O)c3sccc3C)C2)c1 (configuration not stated),0.4
CC(=O)c1ccc(OC(=O)N(C)c2ccccc2)cc1,-0.5
CC1=C2C(=O)C3C(CC=C4CC(O)CCC43C)C2CCC12OC1CC(C)CNC1C2C (configuration not stated),-1.3
COc1ccc(C(CC(=O)N2CCC3(CC2)OCCO3)NS(=O)(=O)c2ccc(C)cc2)cc1 (configuration not stated),1.4
CC1=Nc2ccccc2/C1=C/c1c(O)n(C)c(=O)[nH]c1=O,1.9
C[C@]12CCC3C(CC[C@H]4C[C@@H](O)CC[C@]34C)C1CC[C@@H]2O (some centres not stated),-1.1
C=CCn1c(O)c(C=Nc2c(C)n(C)n(-c3ccccc3)c2=O)c(=O)[nH]c1=O,0.8
CC1CC(C)(O)CC(C(O)CC2CC(=O)NC(=O)C2)C1=O (configuration not stated),-6.2
CC(=O)C1C2c3ccccc3O[C@@]1(C)N=c1s/c(=C/c3ccoc3)c(=O)n12 (some centres not stated),4.9
CN1C(=O)C(=Cc2ccc(N3CCOCC3)o2)C(=O)N(C)C1=S,2.3
O=C(O)C(Cc1cnc[nH]1)NS(=O)(=O)c1ccc(Cl)cc1 (configuration not stated),0.5
Cc1ccc(-c2nn(Cc3ccccc3)cc2C=O)cc1C,0.8
Cc1cc(/C=C2\C(=O)NC(=O)N(c3cccc(Br)c3)C2=O)c(C)n1C,3.3
O=c1[nH]c2ccccc2n1C1CCN(C(c2nnnn2C2CCCC2)C2CC2)CC1 (configuration not stated),0.2
Cc1oc(-c2ccccc2)nc1CN1C(=O)C(C)N=C(c2ccccc2F)c2cc(Cl)ccc21 (configuration not stated),-1.8
CN1CCCC1c1ccc(=O)[nH]c1 (configuration not stated),-1.1
C=CCCC(NC(=O)OCc1ccccc1)P(=O)(Oc1ccccc1)Oc1ccccc1 (configuration not stated),0.8

# A draw from above in order of SMILES length, rising.
SMILES,TTR transcr act
CN1CCCC1c1ccc(=O)[nH]c1 (configuration not stated),-1.1
CC1CC(C)(O)CC(C(O)CC2CC(=O)NC(=O)C2)C1=O (configuration not stated),-6.2
Cc1cc(/C=C2\C(=O)NC(=O)N(c3cccc(Br)c3)C2=O)c(C)n1C,3.3
CC(=O)C1C2c3ccccc3O[C@@]1(C)N=c1s/c(=C/c3ccoc3)c(=O)n12 (some centres not stated),4.9
